Compound activity as filed in PubChem BioAssay.
CHOP UPR activ – activators of apoptotic arm of unfolded protein response (CHOP). CHO-CHOP luciferase reporter, UPR activation, luminescence; percent of tunicamycin response over DMSO baseline. 330,000 tested, 0.34% active. AID 449763. activation, % at 10 µM;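 active = at 10 µM dose, activation of 40% or more, normalized to positive control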;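 note: 100% = tunicamycin at 10 µg/mL and 0% = DMSO alone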
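Dosing – one dose, 10 µM in 0.5% DMSO · System – CHO-CHOP cells, stable luciferase reporter of PERK-eIF2a-CHOP signalling · Input – 500 cells/well · Control set – tunicamycin 10 µg/mL final as positive, DMSO-only wells as negative · Timing – 6 h compound treatment, 37 °C · Measure – % activation vs tunicamycin · Technique – luminescence read with Steady-Glo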
UPR XBP1 act – activators of adaptive arm of unfolded protein response (XBP1) | CHO-XBP1 luciferase reporter, IRE1-XBP1 UPR activation, luminescence; percent of tunicamycin response, DMSO as zero | activation, % at 20 µM | 330,000 tested, 0.33% active;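 active = versus positive control, 20 µM dose yields 30% or more activation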;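 note: 100% = tunicamycin at 10 µg/mL and 0% = DMSO only wells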
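Material: IRE1-XBP1 luciferase reporter CHO line / Quantity: one thousand reporter cells per well / Buffer or medium: F12 with 10% serum / Compound: 20 µM single concentration, DMSO 1% / Times: 6 h treatment, 37 °C / Detection: Steady-Glo luciferase glow luminescence, 10 min after reagent addition / Benchmarks: tunicamycin high, DMSO low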
tim23-1 inh – growth inhibitors of tim23-1 mutant yeast; S. cerevisiae tim23-1 growth, BacTiter-Glo luminescence, 24 h; inhibition, % at 20 µM; 330,000 tested, 1.3% active; AID 463212;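 active = growth inhibition of the mutant yeast at or above 50%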;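 note: temperature-sensitive mutant grown at 25 °C; plate controls were DMSO-treated mutant yeast for no effect and medium wells lacking yeast for full effect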
Mdm2-MdmX inh – disrupts the human Mdm2-MdmX interaction; O15151+Q00987; SaOS-2 split-luciferase Mdm2/MdmX complementation, luminescence; inhibition, % at 8 µM; 330,000 tested, 3% active; AID 485346;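 active = inhibition of at least 50% at 8 µM in the primary screen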
APJ antagonist – blocks the human apelin receptor APJ; CHO-K1 APJ beta-arrestin complementation, luminescence; inhibition, % at 20 µM; P35414; 330,000 tested, 0.32% active;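 active = inhibition above about 40% at 20 µM, limit read from the data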;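 note: cells challenged with 10 nM apelin-13 agonist together with compound; plate controls were apelin-13 plus DMSO wells for no effect and DMSO wells lacking apelin-13 for full effect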
Target sequence (P35414 whole entry, looked up): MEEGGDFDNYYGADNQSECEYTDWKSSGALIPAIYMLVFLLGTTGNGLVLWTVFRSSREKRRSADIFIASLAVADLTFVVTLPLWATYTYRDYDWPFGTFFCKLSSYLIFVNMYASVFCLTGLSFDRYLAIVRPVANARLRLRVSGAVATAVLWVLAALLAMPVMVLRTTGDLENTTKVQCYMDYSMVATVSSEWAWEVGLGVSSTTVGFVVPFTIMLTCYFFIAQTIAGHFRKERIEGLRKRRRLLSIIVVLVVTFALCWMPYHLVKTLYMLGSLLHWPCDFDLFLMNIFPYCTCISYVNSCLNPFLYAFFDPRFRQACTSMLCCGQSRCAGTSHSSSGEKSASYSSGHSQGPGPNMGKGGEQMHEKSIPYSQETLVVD
APJ ag – APJ receptor agonism. P35414. CHO-K1 APJ PathHunter beta-arrestin, luminescence; 0% DMSO wells, 100% apelin. activation, % at 20 µM. 330,000 tested, 0.11% active. AID 2520;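 active = activation more than six SD over the plate average, tested at 20 µM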;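 note: 0% = DMSO alone and 100% = apelin-13 at 10 nM; some results filed as inactive read as strong as hits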
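Test system: CHO-K1 APJ beta-arrestin complementation cell line. Amount: cell density 1000 per well. Controls: DMSO negative, 10 nM Apelin-13 positive. Signal: luminescent beta-gal fragment complementation, chemiluminescent substrate. Read-out basis: agonist-driven arrestin binding to APJ. Timing: compound stimulation 90 min at 25 °C, detection 60 min.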
Jurkat NFkB inh – inhibitors of the PMA/ionomycin-induced NF-kB reporter in Jurkat cells. PMA/ionomycin-induced NF-kB luciferase reporter, luminescence. inhibition, % at 4 µM. 330,000 tested, 0.53% active. AID 435003; in the data active = inhibition above about 50%
697 NFkB inh – lowers PMA/ionomycin-induced NF-kB signal in 697 B cells; 697 B-cell NF-kB luciferase reporter, 16 h; inhibition, % at 4 µM; 330,000 tested, 0.33% active; AID 435022; in the data active = inhibition above about 35%
* hit, by the source's call. An unsorted share of the library. Share with any hit: about 5%.

COc1ccc(N2CCN(CC(O)COc3cc(C)ccc3C)CC2)cc1 (stereo not drawn) was read as CHOP UPR activ 0.2, UPR XBP1 act 1, tim23-1 inh 18, Mdm2-MdmX inh -16, APJ antagonist 9, APJ ag -4, Jurkat NFkB inh -12 and 697 NFkB inh -9.
`CCC(C)NC(=O)c1cnc2n(c1=O)CCS2` (stereo not drawn) gave CHOP UPR activ -2.6, UPR XBP1 act 2, tim23-1 inh 4, Mdm2-MdmX inh 3, APJ antagonist 8, APJ ag -1, Jurkat NFkB inh 0 and 697 NFkB inh -9.
For COc1cc(OC)cc(C(=O)N2CCN(c3ccccn3)CC2)c1 the results were CHOP UPR activ 1.7, UPR XBP1 act -3, tim23-1 inh 12, Mdm2-MdmX inh 11, APJ antagonist 9, APJ ag -2, Jurkat NFkB inh 6 and 697 NFkB inh -6.
Cc1n[nH]c(C)c1S(=O)(=O)N1CCCC(C(=O)NC2CCCc3ccccc32)C1 (stereo not drawn) was read as CHOP UPR activ 1.0, UPR XBP1 act -2, tim23-1 inh 5, Mdm2-MdmX inh 19, APJ antagonist 3, APJ ag -2, Jurkat NFkB inh 14 and 697 NFkB inh -4.
CCCCn1c(NCc2ccc3c(c2)OCO3)nc2ccccc21 was read as CHOP UPR activ 1.9, UPR XBP1 act -3, tim23-1 inh 24, Mdm2-MdmX inh 9, APJ antagonist 17, APJ ag -4, Jurkat NFkB inh 12 and 697 NFkB inh -12.
CCNC(=O)COC(=O)c1cc(C)n(-c2ccccc2)c1C was read as CHOP UPR activ 1.4, UPR XBP1 act 4, tim23-1 inh 5, Mdm2-MdmX inh -5, APJ antagonist 9, APJ ag -2, Jurkat NFkB inh -22 and 697 NFkB inh 1.
COc1cc(CN2CCNC(=O)C2CC(=O)N2CCCN(C(C)=O)CC2)cc(OC)c1 (stereo not drawn) was read as CHOP UPR activ -1.8, UPR XBP1 act -4, tim23-1 inh -5, Mdm2-MdmX inh 26, APJ antagonist 20, APJ ag 0, Jurkat NFkB inh 12 and 697 NFkB inh 3.
For CCOC(=O)C1(CCOC)CCN(Cc2nc(-c3cccs3)oc2C)CC1 the results were CHOP UPR activ -0.8, UPR XBP1 act -2, tim23-1 inh 17, Mdm2-MdmX inh -11, APJ antagonist -2, APJ ag -1, Jurkat NFkB inh -1 and 697 NFkB inh 4.
For COc1ccc(OC)c(C(C)NC(=O)c2ccco2)c1 (stereo not drawn) the results were CHOP UPR activ 0.6, UPR XBP1 act 1, tim23-1 inh -7, Mdm2-MdmX inh 30, APJ antagonist 8, APJ ag -2, Jurkat NFkB inh 15 and 697 NFkB inh 9.
Screening O=S1(=O)CCN(Cc2cccc(C(F)(F)F)c2)CC1 returned CHOP UPR activ -1.5, UPR XBP1 act 4, tim23-1 inh 3, Mdm2-MdmX inh 6, APJ antagonist -13, APJ ag -3, Jurkat NFkB inh 8 and 697 NFkB inh 14.
CC(C)Nc1nc(Oc2ccc(Cl)cc2)cc(C(F)(F)F)n1 was read as CHOP UPR activ -2.4, UPR XBP1 act 0, tim23-1 inh 14, Mdm2-MdmX inh -24, APJ antagonist 15, APJ ag -4, Jurkat NFkB inh -2 and 697 NFkB inh 20.
`CN(C)CCOC(=O)COc1ccc(Cl)cc1` gave CHOP UPR activ -0.2, UPR XBP1 act -7, tim23-1 inh 8, Mdm2-MdmX inh -1, APJ antagonist 1, APJ ag -4, Jurkat NFkB inh 7 and 697 NFkB inh 6.

Compounds above containing four or more nitrogen atoms:
Cc1n[nH]c(C)c1S(=O)(=O)N1CCCC(C(=O)NC2CCCc3ccccc32)C1 (stereo not drawn) was read as CHOP UPR activ 1.0, UPR XBP1 act -2, tim23-1 inh 5, Mdm2-MdmX inh 19, APJ antagonist 3, APJ ag -2, Jurkat NFkB inh 14 and 697 NFkB inh -4.
COc1cc(CN2CCNC(=O)C2CC(=O)N2CCCN(C(C)=O)CC2)cc(OC)c1 (stereo not drawn) was read as CHOP UPR activ -1.8, UPR XBP1 act -4, tim23-1 inh -5, Mdm2-MdmX inh 26, APJ antagonist 20, APJ ag 0, Jurkat NFkB inh 12 and 697 NFkB inh 3.

More records:
`Brc1ccccc1-n1nnc(-c2cccnc2)n1` gave CHOP UPR activ 2.4, UPR XBP1 act 6, tim23-1 inh 14, Mdm2-MdmX inh -35, APJ antagonist -16, APJ ag -2, Jurkat NFkB inh -37 and 697 NFkB inh -22.
For CC(=O)c1cnc2nc(SCc3ccc(C)cc3)nn2c1C the results were CHOP UPR activ 1.7, UPR XBP1 act -1, tim23-1 inh 18, Mdm2-MdmX inh 13, APJ antagonist 23, APJ ag -1, Jurkat NFkB inh 2 and 697 NFkB inh 1.
`Cn1cnnc1SCC(=O)c1cc2ccccc2o1` gave CHOP UPR activ 1.0, UPR XBP1 act 3, tim23-1 inh 6, Mdm2-MdmX inh 6, APJ antagonist 1, APJ ag 0, Jurkat NFkB inh 11 and 697 NFkB inh 6.
For COc1cc(N/N=C/c2ccccc2O)ncn1 the results were CHOP UPR activ 0.8, UPR XBP1 act 2, tim23-1 inh 39, Mdm2-MdmX inh 43, APJ antagonist -1, APJ ag 1, Jurkat NFkB inh -53 and 697 NFkB inh -96.
For N#Cc1ccccc1Sc1ccccc1C(=O)OCC(=O)NC12CC3CC(CC(C3)C1)C2 the results were CHOP UPR activ 2.1, UPR XBP1 act -2, tim23-1 inh 24, Mdm2-MdmX inh 37, APJ antagonist -5, APJ ag -3, Jurkat NFkB inh 6 and 697 NFkB inh -3.
For CCOCC(=O)Nc1ccc2c(c1)N(S(=O)(=O)c1cccs1)CCC2 the results were CHOP UPR activ 1.0, UPR XBP1 act -1, tim23-1 inh 31, Mdm2-MdmX inh -14, APJ antagonist 3, APJ ag 8, Jurkat NFkB inh 8 and 697 NFkB inh -13.
For Cc1ccc(-c2nnc(SCC(N)=O)n2C)cc1 the results were CHOP UPR activ 3.1, UPR XBP1 act -2, tim23-1 inh 4, Mdm2-MdmX inh -5, APJ antagonist -2, APJ ag -1, Jurkat NFkB inh 3 and 697 NFkB inh 16.
CCOC(=O)/C(C#N)=C\c1ccc(OC)c(OC)c1 was read as CHOP UPR activ -0.2, UPR XBP1 act 3, tim23-1 inh 8, Mdm2-MdmX inh 19, APJ antagonist -1, APJ ag -1, Jurkat NFkB inh 6 and 697 NFkB inh 5.
Cc1ccc(NC(=O)c2ccc(NCCN)c([N+](=O)[O-])c2)cc1 was read as CHOP UPR activ 1.7, UPR XBP1 act 2, tim23-1 inh 4, Mdm2-MdmX inh 13, APJ antagonist 8, APJ ag -3, Jurkat NFkB inh -53 and 697 NFkB inh -18.
CC(=O)N1CCN(CC(=O)Nc2c(Cl)cccc2Cl)CC1 was read as CHOP UPR activ 1.8, UPR XBP1 act -1, tim23-1 inh -3, Mdm2-MdmX inh -2, APJ antagonist -10, APJ ag 2, Jurkat NFkB inh 7 and 697 NFkB inh 7.
C=C(C)c1cccc(C(C)(C)NC(=O)NNC(=O)c2ccccc2O)c1 was read as CHOP UPR activ 33, UPR XBP1 act -3, tim23-1 inh 13, Mdm2-MdmX inh -6, APJ antagonist -5, APJ ag -2, Jurkat NFkB inh -25 and 697 NFkB inh -4.
COc1cccc(CNC(=O)COC(=O)/C(C#N)=C/c2ccc(N(C)C)cc2)c1 was read as CHOP UPR activ 4.8, UPR XBP1 act -1, tim23-1 inh 8, Mdm2-MdmX inh 38, APJ antagonist -2, APJ ag -2, Jurkat NFkB inh 2 and 697 NFkB inh -3.
`CCCCn1c(N)c(N(CCC(C)C)C(=O)COC(=O)c2sccc2C)c(=O)[nH]c1=O` gave CHOP UPR activ -2.5, UPR XBP1 act -1, tim23-1 inh 16, Mdm2-MdmX inh 8, APJ antagonist 5, APJ ag -3, Jurkat NFkB inh -10 and 697 NFkB inh 18.
Screening Cc1ccc(NC(=O)NN(C)c2c(Cl)c(Cl)nn2C)cc1 returned CHOP UPR activ -3.1, UPR XBP1 act -2, tim23-1 inh 23, Mdm2-MdmX inh 4, APJ antagonist 2, APJ ag -4, Jurkat NFkB inh -9 and 697 NFkB inh -11.
`Cc1ccccc1NC(=O)C1CCCN1S(=O)(=O)c1ccc2c(c1)n(C)c(=O)c(=O)n2C` (stereo not drawn) gave CHOP UPR activ -3.9, UPR XBP1 act -1, tim23-1 inh -6, Mdm2-MdmX inh 9, APJ antagonist -58, APJ ag -2, Jurkat NFkB inh 6 and 697 NFkB inh -2.
Cc1onc(-c2c(Cl)cccc2Cl)c1C(=O)N(C)Cc1ccccc1 was read as CHOP UPR activ 1.0, UPR XBP1 act -5, tim23-1 inh 20, Mdm2-MdmX inh -16, APJ antagonist -2, APJ ag 5, Jurkat NFkB inh 15 and 697 NFkB inh -73.
COc1ccc(NC(=O)CSc2n[nH]c(C(C)C)n2)c([N+](=O)[O-])c1 was read as CHOP UPR activ -0.6, UPR XBP1 act -3, tim23-1 inh 6, Mdm2-MdmX inh 12, APJ antagonist -20, APJ ag -5, Jurkat NFkB inh -1 and 697 NFkB inh 10.
`COC(=O)[C@H](Cc1ccccc1)NC(=O)N1CCCCC1C` (stereo partly drawn) gave CHOP UPR activ 1.3, UPR XBP1 act -1, tim23-1 inh 8, Mdm2-MdmX inh 6, APJ antagonist 24, APJ ag -4, Jurkat NFkB inh 9 and 697 NFkB inh 14.
For Cc1occc1-c1nnc(SCC(=O)c2ccc(Cl)cc2)n1C the results were CHOP UPR activ 0.3, UPR XBP1 act 0, tim23-1 inh 0, Mdm2-MdmX inh 1, APJ antagonist 15, APJ ag -5, Jurkat NFkB inh 5 and 697 NFkB inh -3.
For CS(=O)(=O)N(CC(=O)Nc1ccccc1Br)Cc1ccccc1 the results were CHOP UPR activ 2.6, UPR XBP1 act 0, tim23-1 inh 21, Mdm2-MdmX inh 21, APJ antagonist 13, APJ ag -3, Jurkat NFkB inh 11 and 697 NFkB inh 13.
O=c1[nH][nH]c(C(F)(F)F)c1/C=N/N1CCOCC1 was read as CHOP UPR activ 0.0, UPR XBP1 act 3, tim23-1 inh -11, Mdm2-MdmX inh 10, APJ antagonist 18, APJ ag -3, Jurkat NFkB inh 2 and 697 NFkB inh 1.
COc1ccc(N(C(=O)c2ccco2)C(C(=O)NC2CCCC2)c2ccccc2)cc1 (stereo not drawn) was read as CHOP UPR activ -0.4, UPR XBP1 act -5, tim23-1 inh 9, Mdm2-MdmX inh 11, APJ antagonist 18, APJ ag -3, Jurkat NFkB inh 8 and 697 NFkB inh 3.
O=C(COC(=O)CCC(=O)c1cccs1)NCc1cccs1 was read as CHOP UPR activ 2.0, UPR XBP1 act 2, tim23-1 inh 3, Mdm2-MdmX inh 3, APJ antagonist -4, APJ ag -3, Jurkat NFkB inh 5 and 697 NFkB inh 7.
For CC(=O)c1cc(-c2ccccc2)n(CCC(=O)NC2CCCCC2)c1C the results were CHOP UPR activ 2.3, UPR XBP1 act 0, tim23-1 inh 24, Mdm2-MdmX inh 7, APJ antagonist -20, APJ ag 1, Jurkat NFkB inh 13 and 697 NFkB inh 21.
Screening CCc1nc(N2CCN(C(=O)CCl)CC2)c2c3c(sc2n1)CC(C)CC3 (stereo not drawn) returned CHOP UPR activ 13, UPR XBP1 act -3, tim23-1 inh 55*, Mdm2-MdmX inh 100*, APJ antagonist 5, APJ ag 3, Jurkat NFkB inh 14 and 697 NFkB inh 20.
